Screening results (PubChem BioAssay)
HCV NS3 hel inh: blocks Hepatitis C virus NS3 helicase unwinding | NS3 helicase DNA unwinding, Cy5 molecular beacon fluorescence | inhibition, % at 10.9 µM | actives 0.56% (n = 290,000);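 active = inhibition above the mean of all tested compounds plus 3 SD, set per campaign, cut at about 35% in these data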;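 also: 0% = DMSO wells and 100% = thioflavine S control wells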
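test system = hepatitis C virus NS3 helicase domain fragment enzyme | reagent = annealed dual-labelled DNA beacon duplex, ATP-started | times = 1 h at 25 °C | detection = Cy5 fluorescence, 0 and 60 min reads | read-out basis = percent inhibition from t60/t0 fluorescence ratio | control set = DMSO and thioflavine S | replication = one well per compound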
pCIP destab: lowers stability of the mouse p/CIP coactivator protein; F442A p/CIP-EGFP cells, EGFP fluorescence, 16 h; decrease of EGFP signal, % at 10 µM; Q05BA5; actives 0.01% (n = 290,000);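 active = EGFP signal decrease of at least 30% at 10 µM or well 3 SD below plate mean, unless failing retest; inactive = the rest, including hits failing retest or dose response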; also: some compounds called inactive have numbers as strong as hits; many of its hits are not listed in these tables
IMP-1 inh: inhibitors of Pseudomonas aeruginosa IMP-1 metallo-beta-lactamase; purified IMP-1, nitrocefin hydrolysis, epi-absorbance fluorescence; inhibition, % at 5.6 µM; actives 0.45% (n = 290,000); AID 1556;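 active = inhibition above the mean plus 3 SD of all compounds in the same screening run, cut at about 4.5% in these data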;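 also: 0% = IMP-1 with DMSO and 100% = DMSO wells lacking enzyme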
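Test system: recombinant IMP-1 enzyme, purified / Medium: HEPES buffer pH 7.1 with ZnSO4 and Brij 35 / Doses: single dose, 5.6 µM / Times: 25 °C, 15 min preincubation, 25 min reaction / Detection: Epi-absorbance via hydrolysed-nitrocefin quenching of white-plate fluorescence, 480/530 nm, EDTA stop / Evaluation: percent inhibition from optical density relative to buffer-blank wells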
VIM-2 inhibitor: blocks Pseudomonas aeruginosa VIM-2 metallo-beta-lactamase | purified VIM-2, nitrocefin hydrolysis, epi-absorbance fluorescence | inhibition, % at 5.6 µM | actives 0.89% (n = 290,000);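 active = inhibition above the mean of all tested compounds plus 3 SD, cutoff set per screening run, cut at about 7.5% in these data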;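 also: red hydrolysis product quenches plate fluorescence so inhibitors raise well fluorescence; 0% = enzyme with DMSO and 100% = DMSO without enzyme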
SUMO HTRF inh: inhibitors of human SUMOylation (UBC9); actives 0.36% (n = 290,000); inhibition, % at 35 µM; AID 2006; P63279; HTRF SUMOylation assay, SAE1/SAE2 + UBC9, in vitro; in the data active = inhibition above about 50%, passing the limit was not always enough; also: strong numbers were not always called active
Target sequence (P63279 whole entry, looked up): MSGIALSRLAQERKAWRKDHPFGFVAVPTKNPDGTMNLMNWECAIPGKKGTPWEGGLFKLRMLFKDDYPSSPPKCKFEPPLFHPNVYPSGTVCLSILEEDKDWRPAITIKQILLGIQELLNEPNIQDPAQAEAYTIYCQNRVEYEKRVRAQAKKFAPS
CRFBP-R2 block: CRF-BP/CRF-R2 complex antagonism; HEK293 CRF-R2/CRF-BP, CRF-induced calcium fluorescence; inhibition, % at 11.8 µM; actives 0.59% (n = 350,000); AID 588475;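 active = inhibition of the ligand-induced calcium signal above about 50% at the single tested concentration, limit read from the data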
IDE cell inh: inhibits human insulin-degrading enzyme in HEK cells | P14735 | FAbetaB cleavage, fluorescence polarization | inhibition, % at 5.59 µM | actives 0.41% (n = 320,000) | AID 434962;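 active = percent inhibition above the average of all tested compounds plus 3 SD, set per screening campaign, cut at about 16% in these data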;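 also: IDE supplied by intact live HEK cells; FP after avidin binding of uncleaved biotin substrate so inhibition keeps polarization high; 0% = DMSO wells and 100% = 60 µM reference IDE inhibitor Ii1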
IDE cell activ: boosts human insulin-degrading enzyme activity in HEK cells; P14735; FAbeta-B cleavage, fluorescence polarization; 0% vehicle, 100% cell-free pure enzyme wells; activation, % at 5.96 µM; actives 0.073% (n = 340,000); AID 493087;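 active = activation above the mean of all tested compounds plus 3 SD, set per screening campaign, cut at about 17% in these data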
GalR3 antagonist: blocks the human galanin receptor 3. O60755. inhibition, % at 3 µM. actives 0.44% (n = 360,000). HEK293 GalR3-CNG cAMP membrane potential fluorescence; galR3 body fused to GalR1 C-terminus. AID 651719;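 active = inhibition above the screen-wide average plus 3 SD, cut at about 13% in these data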;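 also: forskolin and galanin both at EC90 stimulate the cells; cAMP rise reported by CNG channel membrane potential dye signal; 0% = forskolin plus galanin with DMSO and 100% = forskolin alone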
Target sequence (O60755 1-299 limits assumed): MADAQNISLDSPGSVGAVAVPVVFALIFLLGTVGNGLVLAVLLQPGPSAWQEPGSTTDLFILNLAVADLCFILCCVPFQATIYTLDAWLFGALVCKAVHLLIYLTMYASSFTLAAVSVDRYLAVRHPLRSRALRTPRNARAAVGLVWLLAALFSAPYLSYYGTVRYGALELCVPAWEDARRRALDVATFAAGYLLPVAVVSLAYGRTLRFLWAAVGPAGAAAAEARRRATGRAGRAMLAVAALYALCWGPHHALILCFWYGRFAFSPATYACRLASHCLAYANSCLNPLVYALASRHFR
An asterisk follows results filed as active; . = no result given.

SMILES	HCV NS3 hel inh	pCIP destab	IMP-1 inh	VIM-2 inhibitor	SUMO HTRF inh	CRFBP-R2 block	IDE cell inh	IDE cell activ	GalR3 antagonist
CC(C)c1ccc(C(N)=S)cc1	17	-10	0.9	-1.9	-3	15	-2	-1	-2
COc1ccc(CNC(=O)COC(=O)/C=C/c2ccc(S(=O)(=O)N3CCOCC3)cc2)cc1	10	3	-0.4	-1.2	16	-117	2	.	-4
COc1ccccc1NC(=O)Nc1nnc(C(C)c2ccccc2)s1 (stereo not given)	-14	-3	-3.9	-0.8	-12	-33	4	5	-9
Cc1ccc(NC(=O)C2CCN(S(=O)(=O)c3ccc4c(c3)OCCO4)CC2)c(O)c1	.	.	.	.	.	4	1	-2	-5
CC(C)(S)[C@@H](N)C(=O)O	-1	-4	1.1	0.1	7	6	4	2	.
CCN(CC)c1ccc(NC(=O)CNCc2ccccc2Cl)c(C)c1	-3	-14	-2.0	-1.6	18	-1	-1	4	-4
COC(=O)c1ccc2c(c1)C(C)(C)C(/C=C/c1ccccc1O)=[N+]2C	-13	-28	-1.8	-0.5	-2	-122	13	-19	-4
COc1cc(C(=O)NCC(C)(C)CNC(=O)c2cc(OC)c(OC)c(OC)c2)cc(OC)c1OC	-3	-1	-3.0	-0.8	-2	1	0	3	-4
O=C(COC(=O)C(c1ccccc1)c1ccccc1)NCc1ccco1	4	3	-4.0	-3.4	-8	31	-4	-2	-4
Cc1cccc(CCNC(=O)c2cc(S(=O)(=O)N3CCCCC3)c[nH]2)c1	14	-1	-3.8	-0.7	-8	-9	7	0	-1
O=C(c1cnn2c(C(F)(F)F)cc(-c3ccccc3)nc12)N1CCCc2ccccc21	5	-4	-4.8	-4.5	11	-20	5	6	-5
Cc1nc(NC(=O)CN2CCOCC2)sc1-c1ccccc1	-8	10	1.6	-2.4	-30	22	4	1	-4
N=c1c(C(=O)NCC2CCCO2)cc2c(=O)n3ccccc3nc2n1C1CCCCC1 (stereo not given)	16	-6	0.2	2.0	35	-14	-5	2	-4
COc1ccc(NC(=S)NCCc2ccccc2OC)c(OC)c1	-1	-9	-2.9	-6.2	-11	17	1	4	-7
O=C1[C@H]2[C@H](C=CC[C@H]2C(=O)N2CCOCC2)CCN1Cc1ccccc1	.	.	.	.	.	-4	-1	3	-7
NS(=O)(=O)c1ccc(CNC(=O)c2cc(-c3ccccn3)nc3ccc(Cl)cc23)cc1	9	-9	-4.4	-3.5	28	4	-3	0	7
CCOc1ccc(NS(=O)(=O)c2ccc(C(=O)NCC(c3ccc(OC)cc3)N3CCOCC3)cc2)cc1 (stereo not given)	.	.	.	.	.	-29	0	3	-6
CC(C)C(NC(=O)c1cccs1)c1nnc(SCC(=O)Nc2nccs2)n1C (stereo not given)	-5	2	-1.1	-4.0	-2	17	2	4	-5
CC(C)(C)C(=O)OCc1nc(-c2ccc(O)c(O)c2)cs1	26	-3	-2.7	-2.3	18	-13	-5	.	-4
O=C(c1cc(COc2ccc(F)c(F)c2)on1)N1CCN(C/C=C/c2ccccc2)CC1	-42	1	-1.3	-2.8	-18	-19	.	-8	0
CCOC(=O)CSc1nc(Cc2ccccc2)nc2ccccc12	1	-8	-3.0	-3.0	14	2	2	5	-7
CC(=O)Nc1ccc(NC(=O)CSc2nc3[nH]ncc3c(=O)n2-c2ccccc2)cc1	-6	1	-1.3	-1.8	6	-6	6	-8	-5
COc1ccccc1-c1cc2ccccc2[nH]1	-16	-21	-2.5	-2.0	-12	4	4	0	-5
COc1ccc(OC)c2c(C)cc(C)nc12	-4	2	-1.9	1.0	6	0	-4	1	-2
COc1ccc(OC)c(CCNC(=O)CC2Oc3ccccc3NC2=O)c1 (stereo not given)	11	-11	-3.2	-5.3	-3	14	-1	7	3
Next part
SMILES	HCV NS3 hel inh	pCIP destab	IMP-1 inh	VIM-2 inhibitor	SUMO HTRF inh	CRFBP-R2 block	IDE cell inh	IDE cell activ	GalR3 antagonist
CCc1[nH]nc2c1C1(C(=O)N(Cc3ccccc3)c3ccccc31)C(C#N)=C(N)O2 (stereo not given)	-6	-2	-5.8	-0.7	20	26	9	2	-2
Cc1cc(C)c(N=Cc2c(O)c3ccccc3oc2=O)c(C)c1	4	-5	-0.1	-0.2	-6	-20	-2	2	-7
C/C=C/c1ccc(OCCCCN2CCN(CC)CC2)c(OC)c1	-10	-1	0.8	-1.8	7	-8	-2	-5	-3
Cc1cccnc1NC(=O)Nc1ccccc1	3	5	-2.7	-1.6	14	13	-1	-5	-5
O=C(Nc1ccc(Cc2ccncc2)cc1)c1ccc(Br)o1	-4	-4	-2.2	1.5	1	6	1	-3	-6
O=C(NC1CCCCC1)C(c1c(F)cccc1Cl)N(C(=O)c1csnn1)C1CC1 (stereo not given)	6	-9	-1.4	-1.8	-10	20	2	6	-6
COc1cc(O)c(/C=N/NC(=O)c2ccncc2)c(OC)c1[N+](=O)[O-]	10	-2	-2.7	-2.7	12	3	-4	-2	0
COc1cc2c(C(=O)OCCN(C)C)c(CSc3ccccc3)n(C)c2cc1Br	-56	-17	-2.3	-1.4	10	6	5	1	-10
CC1CCN(c2cc(=O)n(C3CCCCC3)c(=O)[nH]2)CC1	2	-5	-2.7	-0.2	-8	1	2	1	.
NC(=O)C1CCN(C(=O)COc2ccc3ccccc3c2)CC1	0	0	0.1	-1.1	16	3	-2	3	-4
CCn1c(=O)c2c(nc(SCC(=O)Nc3ccccc3)n2C)n(C)c1=O	5	-14	-5.5	-3.5	-4	-15	0	-4	8
O=c1c2ccccc2nc2c3ccccc3ncn12	6	-2	-2.8	-0.3	8	-26	3	-2	-4
CC(C)(C)NCC(O)CON=C1c2ccccc2-c2ccccc21 (stereo not given)	-37	-6	1.2	7.8*	4	-20	-4	3	-12
O=C(CN1CCN(S(=O)(=O)c2ccccc2C(F)(F)F)CC1)NCc1cccs1	.	.	.	.	.	-10	-1	3	0
Cc1nn(C)c(C)c1CNC(=O)Nc1cccc(Cl)c1C	1	9	-0.9	-1.4	12	9	1	2	-1
CCOc1ccc(NS(=O)(=O)c2cccc(C(=O)N(C)Cc3ccco3)c2)cc1	.	.	.	.	.	-2	-3	3	-5
COc1ccc(-n2c(C)c(C(=O)O)c3cc(OC)c4ccccc4c32)cc1	-2	4	-3.2	-1.7	-2	-1	-2	5	-6
O=C1C(Cl)=C(N2CCCC2)C(=O)N1c1ccccc1F	3	-6	-4.3	-1.4	5	16	-2	-4	-5
O=C(Nc1cccc(C(F)(F)F)c1)/C(=C\c1ccco1)NC(=O)c1cccs1	3	-3	-1.2	-3.7	-2	15	8	1	2
COc1ccccc1NS(=O)(=O)c1cccc(C(=O)N/N=C/c2cn(-c3ccccc3)nc2-c2ccccc2)c1	-3	-10	-1.9	-4.9	0	-13	9	5	-12
CC(=O)Nc1ccc(CN2CCc3c([nH]c4ccccc34)C2C(C)(C)C)cc1 (stereo not given)	-8	-10	-1.0	0.7	-16	-12	6	3	1
O=C(NCCN1CCOCC1)C1CCN(S(=O)(=O)N2CCCCC2)CC1	3	-9	-3.5	-3.4	28	-12	1	4	-1
COCCNC(=O)/C(C#N)=C/c1ccc(OCc2ccccc2)cc1	-14	-10	-0.2	-2.1	14	-38	-3	3	-4
CCNc1ccc(Br)cc(C(=O)/C=C/c2ccc(Cl)cc2Cl)c1=O	26	3	-0.7	-2.7	19	-41	-4	-6	-5
Cc1ccc(OCC(=O)Nc2ccccc2F)cc1C	2	-23	-2.7	-5.1	-6	-15	7	6	2

Structures from the list above with a tert-butyl group (3):
SMILES	HCV NS3 hel inh	pCIP destab	IMP-1 inh	VIM-2 inhibitor	SUMO HTRF inh	CRFBP-R2 block	IDE cell inh	IDE cell activ	GalR3 antagonist
CC(C)(C)C(=O)OCc1nc(-c2ccc(O)c(O)c2)cs1	26	-3	-2.7	-2.3	18	-13	-5	.	-4
CC(C)(C)NCC(O)CON=C1c2ccccc2-c2ccccc21 (stereo not given)	-37	-6	1.2	7.8*	4	-20	-4	3	-12
CC(=O)Nc1ccc(CN2CCc3c([nH]c4ccccc34)C2C(C)(C)C)cc1 (stereo not given)	-8	-10	-1.0	0.7	-16	-12	6	3	1

More results follow:
SMILES	HCV NS3 hel inh	pCIP destab	IMP-1 inh	VIM-2 inhibitor	SUMO HTRF inh	CRFBP-R2 block	IDE cell inh	IDE cell activ	GalR3 antagonist
CN(c1ccccc1)S(=O)(=O)c1ccc(NC(=S)Nc2ccccc2)cc1	-2	-16	-1.5	-1.0	-6	10	-4	-3	-8
CC(OC(=O)CN1C(=O)c2ccccc2C1=O)C(=O)NC1(C#N)CCCCC1 (stereo not given)	.	.	.	.	.	10	8	8	-6
CC(=O)OCc1c(C(F)(F)F)nn(C)c1Oc1ccccc1	3	11	-2.7	-5.1	-9	20	7	7	-6
Cc1ccc(C(=O)OCc2nnc(-c3ccc(Br)cc3)o2)cc1	-9	11	-1.9	-5.0	-12	-7	6	1	-3
Cc1cccc(C)c1N(CC(=O)N1CCOCC1)S(C)(=O)=O	5	-6	-4.0	-2.7	8	-2	1	2	-10
CCC(=O)c1ccc(N2CCN(C(=O)c3cc([N+](=O)[O-])ccc3N3CCN(C)CC3)CC2)c(F)c1	-36	-5	-1.0	1.6	5	-19	5	-5	-1
O=C(NNC(=O)c1cc2ccccc2cc1O)Nc1ccccc1F	46*	2	-3.7	-2.4	-3	-18	3	1	-2
Cc1ccc(C)c(N2CCN(C(=O)C3CCCN(c4ncnc5c4nc4n5CCCCC4)C3)CC2)c1 (stereo not given)	-19	-9	-1.1	-0.4	-13	-25	2	-1	-8
COc1cccc(-c2nc(C(N)=O)c3[nH]c(=O)n(-c4cccc(Cl)c4)c3n2)c1OC	-10	-16	-1.8	-0.6	0	3	0	2	4
OC(C#CCN1CCOCC1)(c1ccccc1)C1CCCCC1 (stereo not given)	1	7	-2.6	-3.4	-17	-6	-3	2	0
Cc1cccc(OCc2nnc(SCC(=O)Nc3ccc(N4CCOCC4)cc3)o2)c1	-1	-4	-2.3	-0.6	8	-20	-1	5	-6
COc1cc(SC)ccc1C(=O)N1CCN(S(=O)(=O)/C=C/c2ccccc2)CC1	.	.	.	.	.	7	-4	2	-6
CCS(=O)(=O)Nc1ccc(C2=NN(C(=O)c3ccccc3)C(c3cccs3)C2)cc1 (stereo not given)	-19	4	0.8	0.2	15	-20	0	-2	-2
COc1ccc(C)cc1Nc1nc(N)c2cc(OC)c(OC)cc2n1	-83	2	-0.9	0.2	4	-8	3	-2	.
Cc1cc(C)c(NC(=O)Cn2cc3c(n2)CCCC3)c(C)c1	-3	4	-1.6	-0.7	0	-11	-2	-3	-1
CC(=O)OC[C@H]1O[C@@H](O/N=C/[C@@H](C)[C@H](OCc2ccccc2)C(C)C)[C@H](OC(C)=O)[C@@H](OC(C)=O)[C@@H]1OC(C)=O	-12	-11	-1.2	-0.5	9	.	2	.	.
CCC1Oc2ccc(C)cc2N(CC(=O)NCc2ccccc2OC)C1=O (stereo not given)	5	-11	3.7	-0.2	21	1	-8	-2	-4

Outcome played no part in choosing rows. Share with any hit: about 3.2%.
